NCI-60 one-dose screen, 48 h, at 10 µM unless noted. Numbers give growth in % (100 = growth as untreated, 0 = no growth, -100 = all killed).
HL-60(TB): HL-60(TB) leukemia cells. actives 9% (n = 78,000). AID 1794776; active = growth percent below 10
Active calls of the source: *; & = joins results of further samples.

SMILES	HL-60(TB)
CCOC(=O)c1c(NCC(=O)Nc2cccc(Cl)c2)sc2c1CCCC2	91
Cc1ccc(-c2ccc(/C=C(\C#N)C(=O)c3c[nH]c4ccccc34)o2)cc1Cl	107
COc1ccc(Oc2nccc(-c3cn(CC(N)=O)nc3-c3cc(C)cc(OC)c3)n2)cc1	99
COc1ccc(CC(=O)NCCc2ccc3c(c2)OCO3)cc1OC	110
COc1ccc(CNC(=O)NCc2ccc(OC)cc2)cc1	101
COc1ccc(OC)c2c1CCC1(C2)NC(=O)NC1=O (stereo unspecified)	111
Cc1[nH]nc2ccc(-c3nc4cnc(N5CCN(C)CC5)cn4c3Nc3cccc(Br)c3)cc12	69
Cc1ccccc1S(=O)(=O)O	102
O=C(CN1C(=O)S/C(=C\C(Cl)=C\c2ccccc2)C1=O)NCCc1ccc(O)cc1	3.3*
CC(C)(C)c1ccc(OCCCl)c(Cl)c1	106
Cc1ccc(CCC(C)c2ccc(C)cc2)cc1 (stereo unspecified)	83
O=C(NS(=O)(=O)c1ccccc1)n1ccc2c(Cl)ccnc21	90
C[C@]12CC[C@@H]3c4ccc(O)cc4CC[C@H]3[C@@H]1CC[C@@H]2NS(=O)(=O)c1ccc(F)cc1	63
NNC(=O)C(c1ccccc1)c1ccccc1	99
[BH3-][NH2+][BH2-][NH2+][BH2-][NH3+]	22
CC1=NN(c2cccc(S(=O)(=O)O)c2)C(=O)C1	100&124
Cc1cccc(C(O)(C(=O)O)c2ccccc2)c1 (stereo unspecified)	93
O=c1oc(C(F)(F)F)nc2ccc(Cl)cc12	114
CCOC(=O)/C=C/c1ccccc1[N+](=O)[O-]	96
CN(C)c1ccc(C2OC34CCCCC3C(C#N)(C(=N)O4)C2(C#N)C#N)cc1 (stereo unspecified)	107
Cc1ccc(-c2cc(-c3cccn3C)[nH]c(=O)c2C#N)cc1	102
O=C1CCCc2ccc3ccccc3c21	88
CC(C)C/C(=C\C(=O)O)C(=O)O	103
CC(C)(CO)C(O)C(=O)NCCS(=O)(=O)Nc1ccc(Br)cn1 (stereo unspecified)	101
COc1ccc(NC(=O)[C@H](Cc2ccccc2)NC(=O)OC(C)(C)C)cc1C(=O)Nc1cccc(C2CC(=O)c3c(cc(OC)c(OC)c3OC)O2)c1 (stereo partly specified)	93

Structures shown so far containing an aryl methoxy group (5):
SMILES	HL-60(TB)
COc1ccc(Oc2nccc(-c3cn(CC(N)=O)nc3-c3cc(C)cc(OC)c3)n2)cc1	99
COc1ccc(CC(=O)NCCc2ccc3c(c2)OCO3)cc1OC	110
COc1ccc(CNC(=O)NCc2ccc(OC)cc2)cc1	101
COc1ccc(OC)c2c1CCC1(C2)NC(=O)NC1=O (stereo unspecified)	111
COc1ccc(NC(=O)[C@H](Cc2ccccc2)NC(=O)OC(C)(C)C)cc1C(=O)Nc1cccc(C2CC(=O)c3c(cc(OC)c(OC)c3OC)O2)c1 (stereo partly specified)	93

Quoted at random: 2 entries already listed.
SMILES	HL-60(TB)
Cc1ccccc1S(=O)(=O)O	102
CC(C)(CO)C(O)C(=O)NCCS(=O)(=O)Nc1ccc(Br)cn1 (stereo unspecified)	101

The listing picks up, starting 3 compounds before the break.
SMILES	HL-60(TB)
CC(C)C/C(=C\C(=O)O)C(=O)O	103
CC(C)(CO)C(O)C(=O)NCCS(=O)(=O)Nc1ccc(Br)cn1 (stereo unspecified)	101
COc1ccc(NC(=O)[C@H](Cc2ccccc2)NC(=O)OC(C)(C)C)cc1C(=O)Nc1cccc(C2CC(=O)c3c(cc(OC)c(OC)c3OC)O2)c1 (stereo partly specified)	93
Oc1ccc(C(O)(c2ccccc2)c2ccccc2)cc1	84
CC(C)=CN1CCCCC1	97
O=C(O)Cc1c(-c2noc(-c3ccccc3)c2CC(=O)O)noc1-c1ccccc1	103
CSS(=O)(=O)c1ccc(C)cc1	115
O=C1c2ccccc2-c2c1c1cccnc1c(=O)n2C[C@H](O)CO	49
CCn1cc([N+](=O)[O-])cc1[N+](=O)[O-]	106
O=[N+]([O-])c1cccc(Oc2ncccc2[N+](=O)[O-])c1	79
O=c1nc(SCc2ccc3sccc3c2)nc(SCc2ccc(C(F)(F)F)cc2)[nH]1	87
Cc1c(C(=O)N[C@@H](Cc2ccccc2)C(=O)C(=O)NCCc2ccccc2)[nH]c2ccccc2c1=O	98
CN(/N=C/c1ccc2c(c1)OCO2)C(=O)c1ccccc1N	117
CC(C)(C)c1nn(-c2ccccc2)c2c1C(=O)CSC(c1ccccc1Cl)N2 (stereo unspecified)	-2.3*
CCO/C=N/C1=C(C#N)C(c2ccc(Cl)cc2)c2c(c3cc(Cl)ccc3[nH]c2=O)O1 (stereo unspecified)	82
COc1ccc2c(c1)OC(N(C(C)=O)C(C)=O)=C(C#N)C2c1ccc(F)cc1 (stereo unspecified)	-19*
O=C1/C(=C/c2ccccc2O)COc2ccc(-c3ccccc3)cc21	93
CC(=O)Nc1ccc(C(=O)/C=C/c2ccc(N(C)CCOS(=O)(=O)c3ccc(C)cc3)cc2)c(O)c1	70
C=CCn1c(SCC(=O)c2ccc(Cl)cc2)nnc1-c1c[nH]c2ccccc12	89
Cc1nc(C(Cl)Cl)nc2cc(-c3ccccc3)nn12	88
NS(=O)(=O)c1ccc(CCN=Cc2c[nH]c3ccccc23)cc1	92
CN(N=O)c1ccc(/C=C2\C=Cc3ccccc32)cc1	96
OC(CNC1CCCC1)Cn1c2ccccc2c2ccccc21 (stereo unspecified)	-47*
COC(=O)C1=CC=COc2oc3cc(C)cc(O)c3c(=O)c21	93
C[C@]1(CCC(=O)O)C(=O)CC[C@@H]2[C@@H]1CC[C@@]1(C)[C@H]2CC[C@]1(C)O	96
CCCn1c(O)c(N=Nc2nc(-c3cc4ccccc4oc3=O)cs2)c2cc(Br)ccc21	99
C1CN(CSCN2CCOCC2)CCO1	105
O=C(O)c1cccc([N+](=O)[O-])c1Br	105

Among those listed so far, 8 have an NH in an aromatic ring:
SMILES	HL-60(TB)
Cc1ccc(-c2ccc(/C=C(\C#N)C(=O)c3c[nH]c4ccccc34)o2)cc1Cl	107
Cc1[nH]nc2ccc(-c3nc4cnc(N5CCN(C)CC5)cn4c3Nc3cccc(Br)c3)cc12	69
Cc1ccc(-c2cc(-c3cccn3C)[nH]c(=O)c2C#N)cc1	102
O=c1nc(SCc2ccc3sccc3c2)nc(SCc2ccc(C(F)(F)F)cc2)[nH]1	87
Cc1c(C(=O)N[C@@H](Cc2ccccc2)C(=O)C(=O)NCCc2ccccc2)[nH]c2ccccc2c1=O	98
CCO/C=N/C1=C(C#N)C(c2ccc(Cl)cc2)c2c(c3cc(Cl)ccc3[nH]c2=O)O1 (stereo unspecified)	82
C=CCn1c(SCC(=O)c2ccc(Cl)cc2)nnc1-c1c[nH]c2ccccc12	89
NS(=O)(=O)c1ccc(CCN=Cc2c[nH]c3ccccc23)cc1	92

The results go on:
SMILES	HL-60(TB)
Nc1ncnc2c1C(c1ccc(F)cc1)c1sc3c(F)cccc3c1O2 (stereo unspecified)	142
COc1cc([C@@H]2c3cc4c(cc3[C@H](O)[C@H]3COC(=O)[C@H]23)OCO4)cc(OC)c1OC	-50*
C[C@]12CC(=O)C[C@@H]1C[C@H]1CC[C@]3(C)CC4(C[C@H]3C[C@H]1C2)SCCS4(=O)=O (stereo partly specified)	64
CC(=O)OC(C)C(=O)NCC(C)O (stereo unspecified)	87
CSc1ccc(/C(=N/N=C(N)N)c2ccccc2)cc1	-17*
CC1(C)O[C@@H]2CC3C4C[C@H](F)C5=CC(=O)CC[C@]5(C)C4[C@@H](O)C[C@]3(C)[C@]2(C(=O)CO)O1 (stereo partly specified)	103
O=C(NCCNc1nccc(-n2ccc3cccnc32)n1)c1c(F)cccc1F	104
COc1ccc(C(=O)c2cc(OC)c(OC)c(OC)c2OC)cc1O	25
COc1ccc(C2CCCCC2)cc1	103
O=C1C(Cl)=C(NCCc2ccccc2)C(=O)c2ccccc21	89
O=c1n(Cc2ccc(Cn3cnn(-c4ccccc4)c3=O)cc2)cnn1-c1ccccc1	109
CC1=CC(=O)C(CN(C)C)(CN(C)C)C(C)(C)C1	79
CCCCC1COc2cccc3c2N1C=C/C3=C\C(=O)n1ccc2ccccc21 (stereo unspecified)	58
O=C(CN1CCCC1)Nc1nc(-c2ccc(Cl)cc2)cs1	102
CC1(C)CC(=O)C2=C(C1)N(Cc1ccc(C(=O)O)cc1)C1=C(C(=O)CC(C)(C)C1)C2c1ccc([N+](=O)[O-])cc1	109
N#CC(C#N)=Cc1nc(C2CCN(S(=O)(=O)c3ccc(F)cc3)CC2)n2ccccc12	100
CN1CCOC1c1ccc(C2OCCN2C)cc1 (stereo unspecified)	90
CCn1cnc2c(=S)nc[nH]c21	87
CC(=O)C1(c2ccccc2)CCNCC1	88
CCC(C)C(NS(=O)(=O)c1ccc(C)cc1)C(=O)O (stereo unspecified)	113
O=C1Nc2ccccc2/C1=C/c1ccc(CO)n1-c1ccc(O)cc1	95
O=C(/C=C/c1ccccc1)NC(=S)Nc1ncccn1	69
CNc1ccc(CSc2ccc(Cl)cc2)cc1	5.6*
CCc1cc(NC(=O)Cc2ccc(F)c(F)c2)n(-c2ccccc2)n1	94
COc1ccc2cc(-c3ccnc4c(N=Nc5ccc(C)cc5)c(-c5ccccc5)nn34)ccc2c1	105
SMILES	HL-60(TB)
Cc1ccoc1C(=O)O	120
Cc1ccc(S(=O)c2ccc([N+](=O)[O-])c3nonc23)cc1 (stereo unspecified)	33
NS(=O)(=O)c1ccc(Nc2nc(NNC(=O)CN3CCOCC3)nc(Nc3ccccc3)n2)cc1	100
O=C1Nc2ccccc2C2(NCCNC2=O)N1 (stereo unspecified)	96
CCC/C=C(\C)C(C#N)CC (stereo unspecified)	102
COc1ccc2nc(C)cc(Nc3cccc(O)c3)c2c1	82
NS(=O)(=O)c1ccc(N=Nc2sc(=O)[nH]c2S)cc1	101
CC[C@@H](C)C(=O)O[C@H]1[C@H](O)[C@H]2[C@@H](CN3C[C@@H](C)CC[C@H]3[C@@]2(C)O)[C@@H]2C[C@]34O[C@]5(O)[C@@H](OC(=O)[C@@](C)(O)CC)CC[C@@]3(C)[C@@H]5[C@@H](OC(C)=O)[C@@H](OC(C)=O)[C@H]4[C@@]21O	92
Fc1ccc(CNc2c3ccccc3nc3ccccc23)c(F)c1	58
CC(C)OC(=O)CCCCCc1ccccc1	105
C/C(=C\CCc1ccoc1)CC/C=C(\C)CCCN1CCCC1	54
NC(CC(=O)O)C(=O)O (stereo unspecified)	79
CC(Sc1nc2sc3c(c2c(=O)n1-c1ccc(Cl)cc1)CCCC3)C(=O)Nc1ccccc1Br (stereo unspecified)	64
CC1CCCN(CC(O)CN2CCN(CC(O)CN3CCCC(C)C3)C(C)C2)C1 (stereo unspecified)	106
N#Cc1c(-c2ccccc2)[nH]c2ncc(-c3ccccc3)n2c1=O	97
CC(COc1cc(Cl)c(Cl)cc1Cl)OC(=O)C(C)Oc1cc(Cl)c(Cl)cc1Cl (stereo unspecified)	87
O=C1CCC(c2c(O)cc(O)c3c(=O)c(O)c(-c4ccc(O)c(O)c4)oc23)N1 (stereo unspecified)	87
Cc1c(O)cc(-c2cnc(N/N=C/c3ccccc3)s2)c(O)c1C	19
CC(O)c1cnc(/C=C2\SC(=S)N(Cc3ccco3)C2=O)s1 (stereo unspecified)	34
CCCCOCCOCCOc1ccc(C(=O)OC)cc1	96
COc1ccc(/C=C/C(=O)c2ccc(NC(=O)CSc3nc4c([nH]3)c(=O)n(C)c(=O)n4C)cc2)cc1OC	100
COc1ccc2c(CCNC(=O)c3nnn(-c4ccccc4)c3C)c[nH]c2c1	88
COc1cc(/C=C2/C(=O)Nc3ccc(Cl)cc32)ccc1OCc1ccccn1	96
COc1ccc(C(=S)N2CCN(c3ccccc3)CC2)cc1	101
Cc1cc(C)c(O)c(CNCCCCCCNCc2cc(C)cc(C)c2O)c1	-43*
SMILES	HL-60(TB)
COc1ccc(NCc2cccn2Cc2cccc3ccccc23)cc1	98
S=C(Cc1cccnc1)N1CCOCC1	97
COc1ccc(Cn2c(=O)[nH]c(=O)n(Cc3ccc(Cl)cc3)c2=O)cc1	113
Cc1cccc(Cl)c1NC(=O)NCCCN1CCOCC1	82
COc1cc(CCN=Cc2ccccc2O)c([N+](=O)[O-])cc1OC	101
Cc1ccc(/C=C2\SC(=S)N(CCC(=O)Nc3ncc(Cc4ccc(Cl)cc4)s3)C2=O)cc1	98
CCOC(=O)c1c[nH][nH]c1=O	110
OC(c1cc(-c2ccccc2)nc2ccc(Cl)cc12)C1CCCCN1 (stereo unspecified)	50
O=C(CN1CCN(Cc2ccc(Br)cc2)CC1)Nc1nc(-c2cc3ccccc3oc2=O)cs1	108
C/C(=N/Nc1ccc([N+](=O)[O-])cc1[N+](=O)[O-])c1ccccc1	92
CC1=N/C(=N\c2nc3cc(C)c(C)cc3[nH]2)NC(=O)CC1	99
O=C(CCCCN1CCOCC1)Nc1ccc(Cn2nnc3c2C(=O)c2nnn(Cc4ccc(NC(=O)CCCCN5CCOCC5)cc4)c2C3=O)cc1	-28*
CC(=O)[C@H]1CCC(=O)[C@]23CC(=O)[C@@H]4CC=CC[C@]4(C)[C@H]2CC[C@]13C	90
CCOC(=O)c1c2c(c(C)n1Cc1ccccc1)-c1nc(N)ncc1CC2	96
Cc1cc(Cl)ccc1Nc1nc(C(F)(F)F)ccc1C(=O)N/N=C/c1c(Cl)cccc1Cl	-27*
COC(=O)C(C(=O)Cc1ccccc1[N+](=O)[O-])C(=O)OC	105
O=C(CCOCCNC(=O)COc1ccc2c(c1)OCC(c1ccc(F)cc1)C2=O)NCCCC(O)(P(=O)(O)O)P(=O)(O)O (stereo unspecified)	104
CC(C)N(CCOC(=O)c1ccc([N+](=O)[O-])cc1)CCOC(=O)c1ccc([N+](=O)[O-])cc1	94
CC(C)(C)S/C(Nc1ccccc1)=C(\C#N)C(=O)Nc1ccccc1	82
CC(=O)C(N=Nc1ccc(C(c2ccc(N=NC(C(C)=O)C(C)=O)cc2)(c2ccc(N=NC(C(C)=O)C(C)=O)cc2)c2ccc(N=NC(C(C)=O)C(C)=O)cc2)cc1)C(C)=O (stereo unspecified)	98
O=c1cccn[nH]1	93
CCC(C)NC(=O)c1ccc(Cl)cc1Cl (stereo unspecified)	97

Screens (PubChem)

Not all compounds are listed. The share of hits here may be higher or lower than overall.
